Assay outcomes from PubChem BioAssay.
p47phox inh: blocks human p47phox regulatory protein of NADPH oxidases; AID 1274; P14598; 220,000 compounds, 0.53% hits; p47phox/p22phox peptide binding, fluorescence polarization, 2 h; inhibition, % at 24.7 µM;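 active means inhibition above about 30%, limit read from the data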;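 further: 0% = p47phox with labelled peptide and 100% = labelled peptide alone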
RBBP9 inh: inhibitors of human serine hydrolase RBBP9; O75884; recombinant RBBP9, FP-Rh probe fluorescence polarization; inhibition, % at 7.94 µM; 220,000 compounds, 0.2% hits; AID 1515;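 active means inhibition above the campaign mean of all tested compounds plus 3 SD, cut at about 14% in these data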;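 further: plate controls were DMSO wells with RBBP9 for no effect and wells lacking RBBP9 protein for full effect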
Target sequence (O75884 whole entry, looked up): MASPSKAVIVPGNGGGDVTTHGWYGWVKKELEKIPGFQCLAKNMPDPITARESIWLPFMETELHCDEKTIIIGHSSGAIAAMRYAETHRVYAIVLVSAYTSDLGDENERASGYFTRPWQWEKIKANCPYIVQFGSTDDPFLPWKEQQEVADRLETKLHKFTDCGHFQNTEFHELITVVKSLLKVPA
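System: RBBP9 protein / Quantity: 2.5 µM RBBP9 dispensing solution, before mixing / Also added: Serine-hydrolase probe FP-Rh, 375 nM pre-mixing / Dosing: 7.94 µM single dose, 0.794% DMSO / Timing: enzyme-compound preincubation 30 min, then probe labeling 45 min, 25 °C / Signal: FP readout at 525/598 nm / Controls: DMSO-treated enzyme wells and wells lacking RBBP9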
m-calpain inh: blocks pig calpain II enzyme activity | purified calpain II, fluorogenic peptide substrate, 30 min | inhibition, % at 16 µM | 220,000 compounds, 0.37% hits;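 active means inhibition above about 50%, limit read from the data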
Runt-SMMHC FRET: blocks binding of human RUNX1 Runt domain to CBFb-SMMHC; Q01196+Q13951; Cerulean-Runt/Venus-CBFb-SMMHC FRET ratio 530/480, 1 h; inhibition, % at 20 µM; 220,000 compounds, 0.74% hits;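 active means mean inhibition across duplicate retests at 20 µM reaching about 50%, limit read from the data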;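 further: 0% = DMSO wells and 100% = wells with excess untagged CBFb-SMMHC; inhibitors lower the FRET ratio by blocking Runt binding to CBFb-SMMHC; some results filed as inactive read as strong as hits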
Furin inhibitor: blocks human furin protease activity. inhibition, % at 30 µM. AID 463115. purified furin, fluorogenic substrate cleavage. P09958. 220,000 compounds, 0.061% hits; in the data active means inhibition above about 25%; further: inactives centre near -15
EBV gp42 block: EBV gp42 inhibition. Fluorescence polarization binding assay, mP read-out. AID 1085. 220,000 compounds, 0.42% hits. inhibition, % (tested at 21.74 µM). Q1HVG2; in the data active means inhibition above about 50%
Tb hexokinase: blocks Trypanosoma brucei hexokinase 1 activity; recombinant TbHK1, G6PDH-coupled NADH A340; inhibition, % at 10 µM; AID 1430; 220,000 compounds, 0.11% hits;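 active means inhibition of 50% or more in the single-dose primary screen; inactive means inhibition below 50%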
p97 ATPase inh: human p97 ATPase inhibition | P55072 | inhibition, % at 8 µM | 220,000 compounds, 0.42% hits | AID 1481 | recombinant p97 ATPase, Kinase-Glo ATP luminescence, 3 h; in the data active means inhibition above about 15%;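 further: 0% = DMSO vehicle and 100% = wells lacking enzyme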
Target sequence (P55072 whole entry, looked up): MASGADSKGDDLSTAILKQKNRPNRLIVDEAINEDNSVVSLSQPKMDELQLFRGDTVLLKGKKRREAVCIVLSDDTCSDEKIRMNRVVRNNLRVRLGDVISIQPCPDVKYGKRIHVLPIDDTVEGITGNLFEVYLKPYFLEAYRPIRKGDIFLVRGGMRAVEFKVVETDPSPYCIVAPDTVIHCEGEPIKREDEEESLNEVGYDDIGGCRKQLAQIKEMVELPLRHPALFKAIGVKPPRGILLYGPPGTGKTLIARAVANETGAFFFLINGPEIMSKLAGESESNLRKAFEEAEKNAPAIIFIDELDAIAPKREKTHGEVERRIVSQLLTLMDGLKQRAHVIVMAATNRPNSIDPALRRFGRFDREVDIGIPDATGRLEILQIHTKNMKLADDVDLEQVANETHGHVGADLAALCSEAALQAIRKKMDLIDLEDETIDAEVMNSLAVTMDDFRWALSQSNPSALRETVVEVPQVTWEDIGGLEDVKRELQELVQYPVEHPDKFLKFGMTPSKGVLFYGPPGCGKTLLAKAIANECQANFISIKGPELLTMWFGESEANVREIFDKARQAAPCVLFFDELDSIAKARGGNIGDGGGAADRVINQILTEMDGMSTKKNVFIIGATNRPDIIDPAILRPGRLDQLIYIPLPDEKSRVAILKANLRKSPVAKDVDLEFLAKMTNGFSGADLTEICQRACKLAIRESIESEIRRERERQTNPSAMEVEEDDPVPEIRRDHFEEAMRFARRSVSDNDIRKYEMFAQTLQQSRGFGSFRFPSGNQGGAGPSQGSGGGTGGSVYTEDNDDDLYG
Runt-CBFb FRET: inhibitors of human RUNX1 Runt domain binding to CBFb. Q01196+Q13951. inhibition, % at 20 µM. Cerulean-Runt/Venus-CBFb FRET ratio 530/480, 1 h. 220,000 compounds, 0.46% hits. AID 1496;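 active means inhibition over about 50% at 20 µM in the single-dose screen, limit read from the data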;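 further: 0% = DMSO wells and 100% = excess unlabeled CBFb competitor control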
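Doses: 20 µM compound in 1% DMSO | Material: Cerulean-labeled Runt domain protein | Amount: Each fluorescent fusion protein 100 nM | Schedule: Two 1 h room-temperature incubations shielded from light | Measured by: FRET fluorescence | Evaluation: Loss of energy transfer signal | Controls: Unlabeled CBFb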
* = called active by the depositor; i = inactive; / = not tested or not shown; [ ] = remark or other dose. A portion of the library. The share of hits here may be higher or lower than overall.

SMILES	p47phox inh	RBBP9 inh	m-calpain inh	Runt-SMMHC FRET	Furin inhibitor	EBV gp42 block	Tb hexokinase	p97 ATPase inh	Runt-CBFb FRET
Cc1ccccc1-n1c(C)nc2sccc2c1=O	-13	4	-5	-3	-10[20 µM]	-24	3	0	10
CCCCn1c(O)c(C(CC)=NCc2ccc(F)cc2)c(=O)[nH]c1=O	0	-4	24	1	1[20 µM]	-2	1	-2	-5
CN1CCC2(CC1)NC(=O)C1=C(CN(C)CC1)N2	-16	-13	9	/	2	-22	10	-4	/
Cc1cccc(C)c1OP(N)(=O)OCC(F)(F)F (centres undefined)	-7	1	18	-14	-11	-22	34	-1	-2
O=C(c1ccc(Cl)cc1)C1CCCN(Cc2cccc3cnccc23)C1 (centres undefined)	-9	4	-19	0	-17	-5	-7	-3	-2
COc1ccc(CCNC(C)CCc2ccc(OC)cc2)cc1 (centres undefined)	0	1	33	0	-22[20 µM]	-11	4	0	2
CCN(CC)P(=O)(Oc1cccc(C)c1)N(CC)CC	1	-2	-4	2	-8	-20	1	2	-4
CCC(=O)c1cn(Cc2ccc(C#N)cc2)c2ccccc12	4	-5	30	4	-20[20 µM]	6	-5	-3	1
CCCCCCOc1ccc(CN2CCN(CCO)CC2)cc1	-9	1	-1	-1	-16	-2	7	1	0
CCOP(=O)(C#Cc1ccccc1)C(O)c1ccc(Br)cc1 (centres undefined)	-3	-3	10	3	-21	-1	-10	-4	-3
Cc1ccc(S(=O)(=O)N2CCCC2c2cccnc2)cc1 (centres undefined)	-13	-5	28	-2	-20	-2	-4	-3	-1
COc1cc(CN=C(C)c2c(O)n(C)c(=O)n(C)c2=O)cc(OC)c1	-4	-1	11	1	-28	-11	-4	1	1
CN1CN=C(N[N+](=O)[O-])N(Cc2ccco2)C1	-1	-7	1	-2	-14	10	-1	6	-1
CCCCNC(=S)N1CCn2cccc2C1c1cccnc1 (centres undefined)	-12	-8	2	1	-40	-6	2	4	-7
CC(C)CCn1c(N)c(C(=O)OCC2CCCO2)c2nc3ccccc3nc21 (centres undefined)	-16	-2	i	82*	-59	-2	-15	-4	38
COC1CCCCC1NCCc1ccccc1 (centres undefined)	3	-9	-11	-3	-33	-10	2	4	-1
CCCC1(CCC)C(=O)NC(=Nc2ccccc2)NC1=O	3	-9	20	5	-21[20 µM]	0	16	1	1
CC(=O)N1N=C2C3CCN(CC3)C2C1c1ccc(C)cc1 (centres undefined)	-3	-3	11	2	-13	-2	7	1	0
O=C(C(=O)N1CCOCC1)c1cn(Cc2ccccc2Cl)c2ccccc12	-3	-7	14	-2	-8	5	-5	-2	-4
O=Cc1c(C(=O)O)n(Cc2ccccc2Cl)c2ccccc12	-2	-1	9	-2	-5	-7	2	-1	-1
CC1=[N+]([O-])C2(N)CCc3nonc3C2(O)C1 (centres undefined)	-1	1	12	-1	-15	-14	3	2	1
CCn1c(O)c(C=Nc2ccc(N3CCOCC3)cc2)c(=O)n(CC)c1=S	-197	11	6	i	-27	177*	-11	6	-132
O=C(C(=O)N1CCOCC1)c1cn(CCCOc2ccccc2)c2ccccc12	-10	0	2	3	-18	-8	-13	3	0
Cc1ccc(C2(O)CC(C)N(C)CC2C)cc1 (centres undefined)	-6	1	4	2	-7	6	53*	-2	-3
CCOc1ccc(-n2c(O)c(N=Nc3c(C)n(C)n(-c4ccccc4)c3=O)c(=O)[nH]c2=O)cc1	-6	-12	19	24	25*	-24	-104	-3	4
CCC(C)NC(=O)CN1C(=O)CN=C(c2ccccc2)c2ccccc21 (centres undefined)	-2	4	0	2	-13	-16	-5	2	-1
CCCNC(=O)N1C2CCC1CC(O)(c1cccnc1)C2 (centres undefined)	-13	3	-14	3	-31	-3	-6	4	1
O=C(CN1CC=C(c2ccccc2)CC1)NC(=O)NCc1ccco1	-8	-2	-86	-2	-15	-12	1	3	0
Cc1nc2cc(C(F)(F)F)ccc2n1C1CCN(Cc2nnnn2Cc2ccc3c(c2)OCO3)CC1	-9	-1	-219	-3	-33	17	6	-9	-1
Cc1ccccc1-n1c(O)c(/C=N/NC(=O)c2ccncc2)c(=O)[nH]c1=O	-4	-3	-16	7	2	-27	-44	6	2
Fc1ccc(NC2=NCCS2)cc1Cl	-3	-2	4	1	-12[20 µM]	-4	4	-4	-2
CCOP(=O)(OCC)C(NC(=O)c1ccc(C)cc1)=C(Cl)Cl	4	-15	13	0	-12	0	24	-6	1
N#CCCn1cc(C(=O)NCc2ccccc2)c(-c2ccccc2)n1	-13	-1	-23	-1	-20	-3	6	7	0
CN1CCc2nc(SCC(=O)OC(C)(C)C)c(C#N)cc2C1	-3	/	-36	44	/	-11	/	/	1
Cc1sc2ncn(CC(=O)NCC(=O)N3CCC4(CC3)OCCO4)c(=O)c2c1C	-7	-1	-9	3	-19	-18	-2	1	0
CC(Cc1ccccc1)NCC(=O)Nc1cc(N(C)C)nc2ccccc12 (centres undefined)	-18	1	-19	3	-21	-21	-9	-3	-2
COc1cc(N2CCOCC2)ccc1C=C1C(=O)NC(=O)NC1=O	15	-4	8	-6	-12	-198	-31	-2	1
c1ccc2c(CN3CCN(C4CCCCC4)CC3)c[nH]c2c1	-15	0	10	-7	-12	-25	-3	7	-1
Nc1c([N+](=O)[O-])cc(F)c(N2CCNCC2)c1Br	6	-7	-4	-4	-10	-9	-8	5	0
CCCCn1c(N)c(C(=O)OCCOC)c2nc3ccccc3nc21	-14	-9	-331	107*	-62	0	-26	-2	62*

Exported field by field: entries from further up
CCOP(=O)(OCC)C(NC(=O)c1ccc(C)cc1)=C(Cl)Cl
  p47phox inh: 4	RBBP9 inh: -15	m-calpain inh: 13	Runt-SMMHC FRET: 0	Furin inhibitor: -12	EBV gp42 block: 0	Tb hexokinase: 24	p97 ATPase inh: -6	Runt-CBFb FRET: 1
N#CCCn1cc(C(=O)NCc2ccccc2)c(-c2ccccc2)n1
  p47phox inh: -13	RBBP9 inh: -1	m-calpain inh: -23	Runt-SMMHC FRET: -1	Furin inhibitor: -20	EBV gp42 block: -3	Tb hexokinase: 6	p97 ATPase inh: 7	Runt-CBFb FRET: 0

Next entries follow.
SMILES	p47phox inh	RBBP9 inh	m-calpain inh	Runt-SMMHC FRET	Furin inhibitor	EBV gp42 block	Tb hexokinase	p97 ATPase inh	Runt-CBFb FRET
Cc1c2cnn(CC(=O)N3CCC4(CC3)OCCO4)c(=O)c2c(C)n1Cc1ccc(F)cc1	-5	2	-31	1	-16	4	2	2	2
CCCNC(=O)N1CCC2(CC1)OCCO2	-5	1	-4	-3	-19	-24	0	8	0
CCCCn1c(O)c(C(CC)=NCCCn2ccnc2)c(=O)[nH]c1=O	-13	-9	8	0	-27	-13	-8	1	0
O=c1[nH]c(O)c(N=Nc2cc([N+](=O)[O-])ccc2O)c(=O)[nH]1	-49	-15	32	-6	19	-2	0	-17	-7
COCCCn1c(N)c(C(=O)NCc2ccco2)c2nc3ccccc3nc21	-32	3	-329	81*	-28	-10	-22	37*	60*
CCOc1ccc(-n2c(CC)nc3ccccc3c2=O)cc1	-19	-7	-10	3	-22	-1	12	3	-1
CN1CCN(c2c(F)cc([N+](=O)[O-])c(N)c2Br)CC1	-3	4	26	-7	-18	0	-8	5	-1
Cc1cc(N2C(=O)C3CCCN3C2c2sccc2C)no1 (centres undefined)	3	-7	-2	2	-24	-12	-12	4	-2
CCC(=NC1CC1)c1c(O)n(-c2ccc(OC)cc2)c(=O)[nH]c1=O	-20	-4	11	-2	-27	-5	0	4	2
O=C(Nc1ccccc1)c1cc([N+](=O)[O-])ccc1N1CCNCC1	0	-7	-12	1	-7	-12	-9	1	0
O=c1[nH]c(=O)n(-c2cccc3ccccc23)c(O)c1/C=N/N1CCCCC1c1cccnc1 (centres undefined)	-52	-2	-14	3	-11	-57	-4	6	2
COc1ccc(N2C(=O)/C(=C/c3cccs3)C(=O)NC2=S)cc1	-3	-13	-4	26	-20	-2	2	2	24
CNC(=O)N(C)c1nnc(C(C)(C)C)s1	1	-5	4	-2	-13	-11	-10	3	0

A different layout for part of the listing above.
Values run as follows: p47phox inh, RBBP9 inh, m-calpain inh, Runt-SMMHC FRET, Furin inhibitor, EBV gp42 block, Tb hexokinase, p97 ATPase inh, Runt-CBFb FRET
Cc1sc2ncn(CC(=O)NCC(=O)N3CCC4(CC3)OCCO4)c(=O)c2c1C
  -7, -1, -9, 3, -19, -18, -2, 1, 0
CC(Cc1ccccc1)NCC(=O)Nc1cc(N(C)C)nc2ccccc12 (centres undefined)
  -18, 1, -19, 3, -21, -21, -9, -3, -2
COc1cc(N2CCOCC2)ccc1C=C1C(=O)NC(=O)NC1=O
  15, -4, 8, -6, -12, -198, -31, -2, 1
c1ccc2c(CN3CCN(C4CCCCC4)CC3)c[nH]c2c1
  -15, 0, 10, -7, -12, -25, -3, 7, -1
Nc1c([N+](=O)[O-])cc(F)c(N2CCNCC2)c1Br
  6, -7, -4, -4, -10, -9, -8, 5, 0
CCCCn1c(N)c(C(=O)OCCOC)c2nc3ccccc3nc21
  -14, -9, -331, 107*, -62, 0, -26, -2, 62*
Cc1c2cnn(CC(=O)N3CCC4(CC3)OCCO4)c(=O)c2c(C)n1Cc1ccc(F)cc1
  -5, 2, -31, 1, -16, 4, 2, 2, 2
CCCNC(=O)N1CCC2(CC1)OCCO2
  -5, 1, -4, -3, -19, -24, 0, 8, 0
CCCCn1c(O)c(C(CC)=NCCCn2ccnc2)c(=O)[nH]c1=O
  -13, -9, 8, 0, -27, -13, -8, 1, 0
O=c1[nH]c(O)c(N=Nc2cc([N+](=O)[O-])ccc2O)c(=O)[nH]1
  -49, -15, 32, -6, 19, -2, 0, -17, -7
COCCCn1c(N)c(C(=O)NCc2ccco2)c2nc3ccccc3nc21
  -32, 3, -329, 81*, -28, -10, -22, 37*, 60*
CCOc1ccc(-n2c(CC)nc3ccccc3c2=O)cc1
  -19, -7, -10, 3, -22, -1, 12, 3, -1
CN1CCN(c2c(F)cc([N+](=O)[O-])c(N)c2Br)CC1
  -3, 4, 26, -7, -18, 0, -8, 5, -1
Cc1cc(N2C(=O)C3CCCN3C2c2sccc2C)no1 (centres undefined)
  3, -7, -2, 2, -24, -12, -12, 4, -2
CCC(=NC1CC1)c1c(O)n(-c2ccc(OC)cc2)c(=O)[nH]c1=O
  -20, -4, 11, -2, -27, -5, 0, 4, 2
O=C(Nc1ccccc1)c1cc([N+](=O)[O-])ccc1N1CCNCC1
  0, -7, -12, 1, -7, -12, -9, 1, 0
O=c1[nH]c(=O)n(-c2cccc3ccccc23)c(O)c1/C=N/N1CCCCC1c1cccnc1 (centres undefined)
  -52, -2, -14, 3, -11, -57, -4, 6, 2
COc1ccc(N2C(=O)/C(=C/c3cccs3)C(=O)NC2=S)cc1
  -3, -13, -4, 26, -20, -2, 2, 2, 24
CNC(=O)N(C)c1nnc(C(C)(C)C)s1
  1, -5, 4, -2, -13, -11, -10, 3, 0
